Compound activity deposited in PubChem BioAssay by several laboratories.
PolyA inhibitor: polyadenylation inhibitors in yeast reporter cells, primary screen, luminescence, S. cerevisiae; S. cerevisiae SKY197-pL101 polyadenylation reporter, beta-gal luminescence; efflux-impaired pdr1/pdr3 knockout yeast; score 100 = 6 SD above DMSO; calls only at 12 µM; 300,000 compounds, 0.02% hits;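 active = lowest replicate activity score at least 50, where 100 means six control SD above control mean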;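 note: yeast exposed to compound for 9 h at 30 °C; higher score means more reporter readthrough which indicates perturbed polyadenylation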
KCNK9 block: KCNK9 potassium channel inhibitors, primary screen, HEK293 cells, thallium flux; Potassium channel subfamily K member 9 (Homo sapiens), Q9NPC2; FluxOR thallium flux fluorescence; hits give low values; B-score at 10 µM; 310,000 compounds, 1.2% hits; AID 488922, 2010;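 active = ratio B-score over 3 SD below the library mean, with starting fluorescence within 5 SD of its mean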;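 note: negative B-score means less thallium flux so channel inhibition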
Target sequence (Q9NPC2 whole entry, looked up): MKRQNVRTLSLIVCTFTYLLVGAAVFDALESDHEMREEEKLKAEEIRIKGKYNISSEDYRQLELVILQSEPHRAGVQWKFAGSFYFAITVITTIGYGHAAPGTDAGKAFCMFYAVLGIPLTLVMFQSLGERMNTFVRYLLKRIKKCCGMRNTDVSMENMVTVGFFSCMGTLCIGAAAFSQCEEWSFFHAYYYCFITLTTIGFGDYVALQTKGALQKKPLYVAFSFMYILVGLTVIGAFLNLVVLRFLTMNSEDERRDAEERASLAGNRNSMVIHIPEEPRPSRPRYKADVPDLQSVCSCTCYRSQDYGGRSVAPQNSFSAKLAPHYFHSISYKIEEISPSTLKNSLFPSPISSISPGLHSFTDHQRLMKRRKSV
GSK3A inh: blockers of GSK3A enzyme activity – biochemical, luminescence, cell-free homogeneous, HTS, primary screen; Glycogen synthase kinase-3 alpha (Homo sapiens), P49840; inhibition, % at 10 µM; 320,000 compounds, 0.1% hits; AID 2650, 2010; GSK-3 alpha kinase, ADP-Glo luminescence, 60 min;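 in the data active = inhibition above about 50%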;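 note: GST-tagged GSK-3 alpha with peptide substrate and 25 µM ATP; 0% = DMSO neutral wells and 100% = GW8510 positive control wells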
hERG rescue: hERG rescue from dofetilide block, primary screen, cell-based, CHO-hERG, FluxOR thallium flux, dofetilide IC70. Voltage-gated inwardly rectifying potassium channel KCNH2 (Homo sapiens), Q12809. dofetilide IC70 present. activation (rescue from dofetilide block), less the hit threshold, % at 10 µM. 310,000 compounds, 0.51% hits. AID 1511, 2009;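 active = activation above the mean of controls blocked by dofetilide plus 5 SD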;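 note: thallium influx through hERG after potassium depolarization seen as dye fluorescence rise; in these data hits start at about 4.7%; inactives centre near -7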
KCNQ1 block: inhibitors of human KCNQ1 channel, primary screen, cell-based, thallium flux, high-throughput. AID 2642, 2010. 310,000 compounds, 1.3% hits. Potassium voltage-gated channel subfamily KQT member 1 (Homo sapiens), P51787. B-score at 10 µM. CHO-K1 KCNQ1, FluxOR thallium flux fluorescence; hits give high values;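 active = compounds whose thallium flux B-score, printed positive for inhibition, exceeds three library SD while starting fluorescence stays within three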;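 note: channel opened by potassium depolarization with thallium stimulus after 20 min compound exposure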
Target sequence (P51787 whole entry, looked up): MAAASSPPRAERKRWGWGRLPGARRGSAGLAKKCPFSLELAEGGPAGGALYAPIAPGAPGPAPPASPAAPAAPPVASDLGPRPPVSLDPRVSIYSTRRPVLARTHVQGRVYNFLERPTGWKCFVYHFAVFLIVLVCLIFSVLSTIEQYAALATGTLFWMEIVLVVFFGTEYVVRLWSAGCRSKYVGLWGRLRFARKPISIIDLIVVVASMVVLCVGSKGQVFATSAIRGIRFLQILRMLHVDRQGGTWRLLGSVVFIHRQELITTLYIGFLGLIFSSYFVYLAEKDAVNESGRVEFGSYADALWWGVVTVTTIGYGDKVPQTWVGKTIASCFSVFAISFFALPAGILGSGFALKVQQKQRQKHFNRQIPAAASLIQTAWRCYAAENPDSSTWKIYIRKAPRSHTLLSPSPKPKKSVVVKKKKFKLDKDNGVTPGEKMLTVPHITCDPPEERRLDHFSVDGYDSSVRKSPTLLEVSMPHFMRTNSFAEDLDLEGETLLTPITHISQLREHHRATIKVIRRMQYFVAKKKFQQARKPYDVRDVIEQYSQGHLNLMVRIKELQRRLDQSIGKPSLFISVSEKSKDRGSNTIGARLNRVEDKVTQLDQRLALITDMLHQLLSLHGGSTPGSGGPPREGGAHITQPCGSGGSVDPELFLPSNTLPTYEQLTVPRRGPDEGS
Dyrk1A ADPGlo: rat Dyrk1A kinase inhibitors, primary screen, biochemical, single point, plate reader | Dual specificity tyrosine-phosphorylation-regulated kinase 1A (Rattus norvegicus), Q63470 | ADP-Glo luminescence, NFATc1 peptide | inhibition, % at 12.5 µM | 310,000 compounds, 0.43% hits | AID 504441, 2011; in the data active = inhibition above about 50%;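 note: plate controls were vehicle with enzyme for no effect and no enzyme for full effect; many of its hits are not listed in these tables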
KCNK3 block: human KCNK3 channel inhibitors, primary screen, CHO cells, FluxOR thallium flux, B-score. 340,000 compounds, 0.84% hits. B-score at 10 µM. FluxOR fluorescence; hits give low values. AID 602410, 2012. Potassium channel subfamily K member 3 (Homo sapiens), O14649;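 active = B-score under library mean minus 4 SD, starting fluorescence ratio at most library mean plus 5 SD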;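 note: more negative B-score means stronger inhibition of thallium flux through KCNK3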
RGS4 act: RGS4 potentiators or activators, primary screen, cell-based, HEK293 M3R inducible RGS4, calcium flux; B-score at 10 µM; 310,000 compounds, 0.92% hits; carbachol calcium flux Fluo4; hits give low values;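 active = B-score of the integrated calcium signal more than 4 SD below the library mean, with starting fluorescence not abnormally high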;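 note: negative B-score means reduced calcium response which marks RGS4 activation or potentiation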
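Reagent: ECmax carbachol challenge; Test system: M3R-expressing HEK293 line, RGS4 induced by doxycycline; Schedule: overnight RGS4 induction, 30 min dye load 37 °C, 20 min compound RT; Detection: calcium dye Fluo4 fluorescence; Read-out: Agonist-evoked peak-minus-minimum fluorescence over baseline, integrated ratio, B score.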
KCNQ1 act: potentiators or activators of KCNQ1 channel, primary screen, cell-based, thallium flux, high-throughput; Potassium voltage-gated channel subfamily KQT member 1 (Homo sapiens), P51787; CHO-K1 KCNQ1, thallium flux FluxOR fluorescence; hits give high values; B-score at 10 µM; 310,000 compounds, 0.35% hits; AID 2648, 2010;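 active = fluorescence ratio B-score, a plate-corrected score, at least three library SD, with initial intensity B-score within 5 SD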
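assay system = CHO-K1 cells stably expressing KCNQ1 | medium = assay buffer, equal DMSO in all wells | timing = 37 °C overnight plating, 90-min dark dye load, 20-min compound pretreatment | measured by = kinetic FluxOR thallium fluorescence, 10-s 1-Hz baseline, 110-s post-stimulus read | measure = fluorescence change relative to baseline, converted to B score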
GSK3B inh: human GSK3beta kinase inhibitors, primary screen, biochemical, cell-free homogeneous, HTS; activity score (negative = inhibition), % at 10 µM; GST-GSK3beta kinase, ADP-Glo luminescence, 60 min; hits give low values; 300,000 compounds, 0.038% hits; Glycogen synthase kinase-3 beta (Homo sapiens), P49841;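 active = more than half of replicate wells score below -50%, meaning over 50% inhibition versus plate controls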;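 note: 0% = median DMSO wells and -100% = median GW8510 positive control wells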
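Assay system: GST-fused GSK3beta enzyme, cell-free / Medium: Tris pH 7.5 buffer with MgCl2, DTT, BSA, heparin / Also added: peptide substrate plus 25 µM ATP (final) / Compound: 10 µM single point / Timing: kinase reaction with compound 60 min at room temperature / Detection: ADP-Glo luminescence / Benchmarks: DMSO neutral wells and GW8510 at 20 µM as positive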
RGS4 block: RGS4 inhibitors, primary screen, cell-based, HEK293 M3R inducible RGS4, calcium flux. Fluo-4 calcium flux; hits give high values; triggered by carbachol at its EC20. 310,000 compounds, 0.45% hits. Regulator of G-protein signaling 4 (Homo sapiens), P49798. AID 463165, 2010. B-score at 10 µM;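 active = B-score, a plate-corrected calcium signal, over three deviations above library mean, with baseline fluorescence within five deviations of library mean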;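 note: RGS4 expression induced by doxycycline in cells with stable M3 receptor; B-score is computed from the integrated fluorescence ratio over baseline after carbachol; higher B-score means a larger calcium signal and so more RGS4 inhibition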
An asterisk follows results filed as active; i = inactive; . = not tested or not shown. Not all compounds are listed (hit frequency here may not be typical).

SMILES	PolyA inhibitor	KCNK9 block	GSK3A inh	hERG rescue	KCNQ1 block	Dyrk1A ADPGlo	KCNK3 block	RGS4 act	KCNQ1 act	GSK3B inh	RGS4 block
CCNC(=O)CSc1nc2ccccc2c(=O)n1-c1cccc(OC)c1	i	i	0	-9	i	-2	i	i	i	-5	i
CC(O)c1nc(C(C)O)n(CC(=O)c2ccccc2)n1 (stereo not drawn)	i	i	-4	-6	i	-11	i	i	i	-1	i
CCOC(=O)c1[nH]c(C)c(C(=O)OCC(=O)NC(=O)NC(C)(C)C)c1C	i	i	1	-9	i	9	i	i	i	-2	i
OC(CN1C2=NCCCN2c2ccccc21)c1ccc2c(c1)OCO2 (stereo not drawn)	i	i	2	-15	i	4	i	i	i	0	i
CCOc1ccc(NC(=O)c2c(N)n(C)c(=O)[nH]c2=O)cc1	i	i	-2	-9	i	1	i	i	i	4	i
Cc1ccc(N(C(=O)C2COc3ccccc3O2)C(C(=O)NC2CCCCC2)c2cn(C)nc2C)cc1 (stereo not drawn)	i	i	-2	2	i	.	.	i	i	2	i
Cc1cc(C)n2nc(C(=O)Nc3cccc(S(=O)(=O)N(C)c4ccccc4)c3)nc2n1	i	i	-2	-13	i	-5	i	i	i	1	i
CCOc1ccc(-n2nc3c(=S)[nH]nc(C)c3c2C)cc1	i	i	-1	-8	i	-8	i	i	i	1	i
CCOCCCNC(=O)C(NC(=O)Cc1cccs1)c1ccc(C)cc1 (stereo not drawn)	i	i	-2	12*	i	-1	i	i	i	0	i
Cc1cc(N2C(=O)C(O)=C(C(=O)c3ccco3)C2c2cccc(Cl)c2)no1 (stereo not drawn)	i	i	0	-8	i	0	i	i	i	3	i
Cc1cc(-c2csc(NC(=O)C3=COCCO3)n2)c(C)n1C	i	i	-3	-8	i	-4	i	i	i	-5	i
O=S(=O)(c1ccc2ccccc2c1)N1CCOCC1	i	i	-2	-5	i	1	i	i	i	0	i
Cc1ccc(NC(=O)CCC(=O)NNC(=O)c2cccs2)c(C)c1	i	i	-1	-12	i	2	i	i	i	-2	i
Cc1cc(C)nc(SCc2nc3ncccn3c2Br)n1	i	i	0	-10	i	2	i	i	i	2	i
COc1ccc(C)cc1S(=O)(=O)N(C)CC(=O)NC1CC1	i	i	3	-6	i	0	i	i	i	.	i
CCCCOc1ccc(CN=C(N)N)cc1Cl	i	i	2	-9	i	1	i	i	i	-2	i
COc1ccc(C(=O)O/N=C(/c2cccs2)C(C)(C)C)cc1	i	i	-4	-5	i	.	i	i	i	3	i
CC1(C)Cc2ccccc2C(N/N=C/c2ccc(Cl)cc2)=N1	i	i	-3	-12	i	1	i	i	i	1	i
CCCCNC(=S)Nc1ccc(Cl)cc1	i	i	-2	-15	i	-2	i	i	i	2	i
Cc1ccc(Cl)c(NC(=O)CN2CCNC(=O)C2)c1Cl	i	i	2	-8	i	-2	i	i	i	9	i
Cc1ccc(N(C)C(=O)N2CCN(S(=O)(=O)c3ccc(C)c(C)c3)CC2)cc1	i	i	1	-6	i	-3	i	i	i	0	i
O=C(NNC(=O)[C@@H]1CCCC[C@@H]1C(=O)O)Nc1ccccc1	i	i	-8	-9	i	-1	i	i	i	1	i
COc1ccc(NC(=O)c2nnn(CC(=O)Nc3ccc4c(c3)OCO4)c2N)c(OC)c1	i	i	-1	-7	i	-1	i	i	i	0	i
COc1cccc(S(=O)(=O)c2nc(C)c3c(n2)CCC3)c1	i	i	-2	-17	i	2	i	i	i	-1	i
CN(C(=O)CSc1nnc(-c2ccc(F)cc2)c2ccccc12)C1CCS(=O)(=O)C1 (stereo not drawn)	i	i	1	-2	i	11	i	i	i	1	i
CSc1nc(Sc2cccc(Cl)c2)c2ccccc2n1	i	i	.	-7	i	5	i	i	i	-1	i
Cc1c(C(=O)Oc2cccc3cccnc23)oc2ccccc12	i	i	-2	-10	i	.	i	i	i	-1	i
Cc1cc(NC(=O)CCCn2cc([N+](=O)[O-])cn2)n(Cc2ccc(F)cc2)n1	i	i	4	-2	i	-3	i	i	i	4	i
CCc1c(C)sc(NC(=O)C2CCCO2)c1C#N (stereo not drawn)	i	i	1	-9	i	-3	i	i	i	-2	i
O=C(Nc1ccccc1[N+](=O)[O-])c1cc(S(=O)(=O)N2CCOCC2)cs1	i	i	0	-3	i	9	i	i	i	2	i
CC(C)COc1ccc(C(=O)N/C(=C\c2cccc([N+](=O)[O-])c2)C(=O)OC(C)C)cc1	i	i	-3	-7	i	3	i	i	i	0	i
O=C(COc1ccccc1)NCC(=O)NC1=NCCS1	i	i	-1	-8	i	8	i	i	i	3	i
N#Cc1ccc(C(=O)Nc2cc(S(=O)(=O)N3CCCC3)ccc2OCC(F)(F)F)cc1	i	i	-1	-12	i	-6	i	i	i	1	i
COc1ccc(CCNC(=O)c2c(O)c3cccc4c3n(c2=O)CC4)cc1	i	i	0	-7	i	0	i	i	i	0	i
CCOC(=O)c1sc(N(Cc2ccccc2)C(=O)CCl)nc1C	i	i	-2	-14	i	0	i	i	i	0	i
CCOC(=O)N1CCN(CC(O)COc2ccc(C)cc2C(C)(C)C)CC1 (stereo not drawn)	i	i	-3	-9	i	1	i	i	i	5	i
CC(Sc1cccc[n+]1[O-])c1ccccc1 (stereo not drawn)	i	i	1	-4	i	-6	i	i	i	-1	i
COc1cc(OC)c(/C=N/N2CCN(c3ccccc3OC)CC2)c(OC)c1	i	i	0	-9	i	9	i	i	i	0	i
CCNS(=O)(=O)c1ccc2c(c1)NCC2	i	i	2	-3	i	-1	i	i	i	1	i
O=C(COc1cccnc1[N+](=O)[O-])NCc1ccccc1	i	i	-1	-6	i	-3	i	i	i	4	i
CCc1cc2c(=O)nc3n(c2s1)Cc1ccccc1/C3=C(/O)c1ccc(F)cc1	i	i	1	-6	i	0	i	i	i	2	i
O=C(Nc1ccccc1OC(=O)c1ccc(Cl)cc1)c1ccc(Cl)cc1	i	i	-3	0	i	-4	i	i	i	-3	i
C=CCNCc1ccccc1[N+](=O)[O-]	i	i	-4	1	i	3	i	i	i	3	i
CCOC(=O)c1c(NC(=O)CSc2nnc(-c3c[nH]c4ccccc34)n2CC)sc2c1CCCC2	i	i	-2	-8	i	-3	i	i	i	0	i
O=C(CCc1nnc2ccc(NCc3ccccc3Cl)nn12)NC1CCCCC1	i	i	-1	-10	i	-2	i	i	i	5	i
CC1CCN(S(=O)(=O)c2ccc3c(c2)N(CC(=O)NCCCN2CCCC(C)C2)C(=O)CO3)CC1 (stereo not drawn)	i	i	0	-3	i	0	i	i	i	1	i
O=C(NCCNC(=O)c1ccc(Br)o1)c1cccnc1	i	i	2	-9	i	2	i	i	i	2	i
CC(C)(C)NC(=O)NC(=O)CSc1ncccn1	i	i	1	-10	i	-5	i	i	i	2	i

Three entries out of the list, ordered by number of heavy atoms, ascending.
SMILES	PolyA inhibitor	KCNK9 block	GSK3A inh	hERG rescue	KCNQ1 block	Dyrk1A ADPGlo	KCNK3 block	RGS4 act	KCNQ1 act	GSK3B inh	RGS4 block
CCNS(=O)(=O)c1ccc2c(c1)NCC2	i	i	2	-3	i	-1	i	i	i	1	i
O=C(NCCNC(=O)c1ccc(Br)o1)c1cccnc1	i	i	2	-9	i	2	i	i	i	2	i
O=C(CCc1nnc2ccc(NCc3ccccc3Cl)nn12)NC1CCCCC1	i	i	-1	-10	i	-2	i	i	i	5	i

(list continues)
SMILES	PolyA inhibitor	KCNK9 block	GSK3A inh	hERG rescue	KCNQ1 block	Dyrk1A ADPGlo	KCNK3 block	RGS4 act	KCNQ1 act	GSK3B inh	RGS4 block
O=C(NNC(=O)c1cccs1)c1ccccc1	i	i	1	-18	i	-3	i	i	i	2	i
c1cc(-c2n[nH]c(-c3ccncc3)n2)ccn1	i	i	12	1	i	21	i	i	i	-10	i
COCCNC(=O)/C(C#N)=C/c1ccc(C)o1	i	i	0	-2	i	-1	i	i	i	-3	i
COC(=O)c1ccc(NC(=S)NCCc2ccccc2C)cc1	i	i	-2	-7	i	2	i	i	i	2	i
COc1cccc(N(CC(=O)NC2CCCC2)C(=O)CCC(=O)Nc2nccs2)c1	i	i	0	-9	i	-7	i	i	i	.	i
N#Cc1cn(-c2cccc(C(F)(F)F)c2)c(=O)[nH]c1=O	i	i	2	-4	i	10	i	i	i	0	i
Cc1ccc(/C=N/NC(=O)Cn2cnc3c2c(=O)n(C)c(=O)n3C)s1	i	i	2	-17	i	-6	i	i	i	2	i
COc1ccccc1C(=O)NNS(=O)(=O)c1ccc(F)cc1	i	i	-2	-2	i	11	i	i	i	0	i
Cc1ccc(C)c(S(=O)(=O)c2c(N)n(/N=C/c3ccco3)c3nc4ccccc4nc23)c1	i	i	-1	-3	i	-7	i	i	i	-1	i
